PMI inhibition = human PMI inhibitors, high substrate, primary screen, biochemical, fluorescence intensity, high mannose 6-phosphate (AID 1220); recombinant PMI enzyme, coupled fluorescence intensity; higher % means a stronger effect; one-dose inhibition, % at 20 µM; IC50 in µM for titrated hits; hit rate 0.66% among 190,000
Ins promoter up = MIN6 insulin promoter up-regulation. z-score at 5 µM. MIN6 insulin promoter-GFP reporter, high-content imaging; active compounds read high. hit rate 0.3% among 190,000;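 active = z-score above 3 at 5 µM with at least 500 cells counted in the well; inconclusive = wells under 500 cells, flagged as cytotoxic or low count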
SV40 large T antigen = SV40 large T antigen inhibitors, biochemical (AID 1903). SV40 large T antigen ATPase/helicase inhibition assay; higher % means a stronger effect. inhibition, % at 20 µM; hits with a dose series show IC50 in µM. hit rate 0.39% among 310,000; in the data active = a potency from the dose series; inconclusive = inhibition mostly from about 32% at the one dose, without a potency; inactive = the rest, 99 in 100 with inhibition below about 32%; also: strong numbers were not always called active
West Nile antiviral = inhibition of WNV-induced cytopathic effect – cell-based, CPE readout (AID 1621); hit rate 0.02% among 290,000; CPE inhibition, % at 10 µM; hits with a dose series show IC50 in µM; West Nile virus-infected cells, CPE inhibition; higher % means a stronger effect; in the data active = a potency from the dose series; inconclusive = CPE inhibition mostly from about 3.7% at the one dose, without a potency; inactive = the rest, 99 in 100 with CPE inhibition below about 2.2%; also: strong numbers were not always called active
PhoP inhibition = inhibitors of PhoP regulon expression, primary screen, Salmonella Typhimurium, GFP reporter (AID 1863) | S. Typhimurium PhoP-regulated promoter GFP reporter, 4 h; higher % means a stronger effect | one-dose inhibition, % at 50 µM; IC50 in µM for titrated hits | hit rate 0.16% among 300,000;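 active = inhibition over 29.93%, a cutoff 3 SD above the screen mean, later confirmed by dose response; inconclusive = inhibition over 29.93% but no dose response follow-up; inactive = inhibition at most 29.93% or unconfirmed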;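 also: 0% = low Mg2+ inducing control and 100% = high Mg2+ repressing control; strong numbers were not always called active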
RSV antiviral HEp-2 = RSV antiviral activity via CPE protection, HEp-2 cells, primary 10 µM value included (AID 2391) | HEp-2 cells, RSV-induced CPE inhibition; higher % means a stronger effect | CPE inhibition, % at 10 µM, or IC50 in µM where a hit was titrated | hit rate 0.13% among 310,000; in the data active = a potency from the dose series; inconclusive = CPE inhibition mostly from about 23% at the one dose, without a potency; inactive = the rest, 99 in 100 with CPE inhibition below about 21%; also: strong numbers were not always called active
TNAP activation fold = human TNAP enzyme activators, primary screen, biochemical, luminescent, no phosphate acceptor, uHTS (AID 1001). purified TNAP, luminescent activation assay, no phosphate acceptor; higher activation fold means a stronger effect. activation fold at 20 µM; hits with a dose series show EC50 in µM. hit rate 0.03% among 200,000; in the data active = activation fold from about 3, or a potency from the dose series; inactive = the rest, 99 in 100 with activation fold below about 1.6; also: many of its hits are not listed in these tables
PMI inhibitors = MPI enzyme activity inhibition – biochemical, fluorescence intensity, coupled assay, primary screen (AID 1209). hit rate 0.42% among 190,000. purified PMI enzyme, coupled fluorescence intensity; higher % means a stronger effect. inhibition, % at 20 µM, or IC50 in µM where a hit was titrated;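 also: plate controls were DMSO vehicle for no effect and wells lacking substrate for full effect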
ER stress rescue = protection against thapsigargin-triggered cell killing – 384-well, CSM14.1, ATP luminescence, primary screen (AID 1222); CSM14.1 thapsigargin-induced death rescue, ATP luminescence; higher % means a stronger effect; cellular ATP content (survival), % at 20 µM, or EC50 in µM where a hit was titrated; 190,000 tested, under 10 active;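 active = EC50 below 50 µM in the dose-response confirmation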;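 also: death triggered by thapsigargin at about 15 µM added after 2 h compound pretreatment; cell ATP read after overnight thapsigargin exposure of roughly 18 to 22 hours; normalized against plate controls of thapsigargin alone and 5% DMSO vehicle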
Ins promoter up cell count = recorded beside Ins promoter up, whose call it bears; cell count; measured here: cytotoxicity, nuclei count;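 total cells summed across four imaged fields per well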
* = called active by the depositor; ? = inconclusive; . = no result given. Rule as the data show it, unless noted: active = inhibition above about 50%; inactive = the rest. Outcome played no part in choosing rows; about 1.5% have a hit in one of these screens.

SMILES	PMI inhibition	Ins promoter up	Ins promoter up cell count	SV40 large T antigen	West Nile antiviral	PhoP inhibition	RSV antiviral HEp-2	TNAP activation fold	PMI inhibitors	ER stress rescue
NC(=O)C(c1ccccn1)c1ncc(C(F)(F)F)cc1Cl (centres undefined)	1%	0.29	1540	3%	0.1%	-1%	-0.3%	1.1	-3%	-1.4%
COc1ccc(C(=O)NCc2cccnc2)cc1S(=O)(=O)N1CCCc2ccccc21	5%	-0.27	1178	22%	0.3%	2%	15%	1.1	0%	0.4%
O=C(C1Cc2ccccc2CN1S(=O)(=O)c1ccc(F)cc1)N1CCCCCC1 (centres undefined)	1%	.	.	-1%	-0.2%	-8%	0.1%	1.1	7%	0.9%
Cc1ncc(CO)c2c1Oc1nc(-c3ccccc3)nc(SCC(=O)N3CCOCC3)c1C2	.	.	.	15%	0.9%	-12%	3.9%	.	.	.
COc1ccc(C(=O)Nc2ccc(O)cc2C(=O)O)cc1	5%	-0.14	1547	-8%	-0.1%	-9%	0.4%	1.1	1%	-3.3%
CCOC(=O)c1cc(-c2cccnc2)nn1-c1ccccc1C	1%	0.09	1273	7%	-0.8%	-2%	3.1%	1.1	-5%	-2.5%
O=c1[nH]c2ccc(Br)cc2c(-c2ccccc2)c1CN1CCOCC1	-25%	-1.7	1035	14%	0.8%	-5%	25%	1	-27%	-1.5%
CCOC(=O)C(=CNc1cc(C)nn1-c1ccc(Cl)cc1)C(=O)OCC	7%	.	.	16%	-0.1%	-4%	2.4%	1	9%	-3.9%
Cc1[nH]c(=O)[nH]c(=O)c1Sc1ccccc1[N+](=O)[O-]	.	.	.	-8%	-0.2%	5%	4.0%	.	.	.
O=C(COc1ccccc1)NCC(=O)NC1CCCCC1	-1%	-0.45	1306	3%	1.1%	7%	0.3%	1.2	-3%	-0.2%
Cc1cc(C)c(C)c(S(=O)(=O)NCC(=O)NCC2CCCCC2)c1C	.	.	.	9%	-0.7%	-3%	1.8%	.	.	.
COc1ccccc1N1CCN(/N=C/c2ccc(Cl)c([N+](=O)[O-])c2)CC1	.	.	.	0%	-1.6%	2%	5.5%	.	.	.
CC(/C=C/c1ccco1)=N\NC(=O)c1cc(Cl)ccc1O	-37%	0.22	1212	27%	0.8%	2%	-1.2%	1.1	-44%	-0.9%
Cc1nc(C)c(Oc2cccc(C(F)(F)F)c2)c(=O)[nH]1	.	.	.	11%	-0.4%	-10%	2.2%	.	.	.
Cc1ccc(NC2CCCCC2NS(=O)(=O)c2ccccc2)c(C)c1 (centres undefined)	.	.	.	11%	0.0%	-8%	13%	.	.	.
O=C(CSc1nnc(-c2ccccn2)o1)Nc1ccccc1C(F)(F)F	.	.	.	8%	-0.3%	7%	1.4%	.	.	.
COc1cccc(N2CCN(C(=O)c3ccc(-c4ccccc4)cc3)CC2)c1	.	.	.	2%	-0.2%	-9%	2.6%	.	.	.
O=C(Nc1ccc(Cl)cc1)c1ccc(OC2CSC2)cc1	14%	-0.39	1277	2%	0.2%	1%	2.2%	1.1	-4%	-0.1%
CSc1nccc(-c2c(-c3ccc(Cl)cc3)noc2C)n1	.	0.12	1127	6%	0.4%	-4%	.	.	.	.
CCCCNC(=O)Oc1c(Br)cc2sc(=O)oc2c1Br	.	0.04	1076	?	0.0%	9%	1.8%	.	.	.
O=C1CC(c2cccc(Cl)c2)CC(O)=C1C=Nc1ccccc1 (centres undefined)	-14%	-0.5	2303	-15%	0.2%	17%	3.8%	1	1%	-1.1%
Cn1cc(S(=O)(=O)NCc2ccc(Cl)cc2)c(=O)n(C)c1=O	.	0.56	950	11%	1.1%	-4%	0.7%	.	.	.
COCCCn1c(SCc2nnc(-c3ccc(OC)c(OC)c3)o2)nc2ccccc2c1=O	21%	-1.8	986	23%	-0.5%	7%	14%	1	17%	0.7%
Cc1oc2c(O)c(O)ccc2c(=O)c1-c1ccc(Cl)cc1	.	.	.	29%	-1.1%	-1%	3.2%	.	.	.
COc1cccc(CNC(=O)CCCCCn2c(=S)[nH]c3ccc(N4CCOCC4)cc3c2=O)c1	4%	-0.02	1362	13%	-0.1%	-11%	1.0%	0.9	-15%	2.5%
CCCNC(=O)C1CC(=O)N(c2ccc(OCc3ccc(Cl)cc3)cc2)C1 (centres undefined)	.	.	.	7%	-1.3%	-7%	21%	.	.	.
C=CCn1c(SCc2cc(=O)n3ccsc3n2)nc2cc(Cl)ccc2c1=O	1%	-0.95	1267	8%	-0.9%	5%	9.8%	1	9%	-1.6%
N#CC(=C1SC=CS1)c1nc(-c2ccccc2)cs1	5%	0.33	1099	2%	0.8%	-4%	2.4%	1	7%	2.7%
Cn1c(=O)c2c(nc(Br)n2Cc2c(F)cccc2Cl)n(C)c1=O	0%	1.5	1433	.	.	.	.	1.1	-2%	-3.2%
CC(c1ccncn1)N(C)Cc1nc(-c2ccc(C(F)(F)F)cc2)no1 (centres undefined)	-1%	0.94	1332	5%	-1.1%	-6%	12%	1	-6%	-0.3%
NC(=O)C1CCN(Cc2nnnn2Cc2ccco2)CC1	-8%	0.73	1293	3%	-0.3%	-7%	1.1%	0.9	-12%	11%
CCC(C)NC(=O)C1c2ccccc2Oc2ccccc21 (centres undefined)	.	0.32	1446	-19%	-0.6%	1%	3.4%	.	.	.
COc1cc(/C(C)=N/NC(=O)CN2CCN(S(=O)(=O)c3ccc(C)cc3)CC2)ccc1O	.	-0.16	1062	21%	-0.1%	-11%	1.3%	.	.	.
CCN(CC)S(=O)(=O)c1ccc(-c2nnc(SCc3nnc(-c4ccccc4)o3)o2)cc1	-12%	-0.04	986	4%	-1.0%	-16%	-0.9%	1.1	-9%	-1.1%
COC(=O)CN1C(=O)[C@H]2[C@@H](C3CC3)N3C(=O)CN(CCO)C(=O)[C@@]3(Cc3ccccc3)[C@H]2C1=O	.	.	.	22%	0.7%	-1%	2.2%	.	.	.
O=Cc1ccc(N2CCCC2)c([N+](=O)[O-])c1	12%	-0.15	1283	2%	0.0%	3%	15%	0.9	9%	-0.8%
O=C(CN1C(=O)c2ccccc2C1=O)NCCc1c[nH]c2ccccc12	-3%	0.08	1384	-1%	-0.4%	-1%	1.3%	1.1	-6%	8.0%
Cc1cc(N2C(=O)C3C4C=CC(C4)C3C2=O)no1 (centres undefined)	12%	0.96	1275	-2%	-0.2%	8%	0.8%	1.1	6%	-2.0%
O=c1cc(-c2ccccc2)[nH][nH]1	9%	0.28	1218	33%	0.1%	5%	0.9%	1	0%	0.2%
COc1ccc(CNC(=O)CN(c2ccc(OC)c(Cl)c2)S(=O)(=O)c2ccc(C)cc2)cc1	.	.	.	-2%	-0.9%	12%	3.8%	.	.	.
O=C1Cc2cc([N+](=O)[O-])ccc2N1c1c(Cl)cccc1Cl	.	.	.	0%	-0.3%	10%	6.9%	.	.	.
CC(C)CC(c1nnnn1Cc1ccccc1)N1CCN(C(=O)c2ccco2)CC1 (centres undefined)	-7%	-0.95	867	10%	0.0%	-8%	4.5%	1.1	6%	-1.0%
Nc1ccccc1C(=O)NNc1ncc(C(F)(F)F)cc1Cl	5%	0.6	1571	0%	1.4%	6%	2.6%	1.3	7%	-1.3%
Cc1nc2ccc(NC(=O)CCC3CCCC3)cc2s1	.	.	.	8%	-0.1%	5%	14%	.	.	.
CCn1c2ccccc2c2cc(NC(=O)CCCN3C(=O)CCC3=O)ccc21	-10%	.	.	1%	-0.6%	1%	?	1	-1%	.
CO[C@H]1C=CO[C@@]2(C)Oc3c(C)c(O)c4c(O)c(c(C=NN5CCN(C)CC5)c(O)c4c3C2=O)NC(=O)C(C)=CC=C[C@H](C)[C@H](O)[C@@H](C)[C@@H](O)[C@@H](C)[C@H](OC(C)=O)[C@@H]1C	43%	.	.	24%	0.3%	6.3µM*	-3.4%	0.7	7%	5.0%
CCOc1ccc(C(C)=O)cc1NC(=O)/C=C\C(=O)O	4%	0.45	1297	11%	1.5%	3%	-1.7%	1.1	-1%	0.2%
N=C1C(c2ccccc2)=C(O)CN1NC(=O)c1ccc(Cl)cc1	-7%	0.23	1096	1%	0.1%	1%	2.8%	1.2	0%	0.8%

Laid out differently: two of the compounds above
Cc1nc2ccc(NC(=O)CCC3CCCC3)cc2s1
  PMI inhibition: .
  Ins promoter up: .
  Ins promoter up cell count: .
  SV40 large T antigen: 8%
  West Nile antiviral: -0.1%
  PhoP inhibition: 5%
  RSV antiviral HEp-2: 14%
  TNAP activation fold: .
  PMI inhibitors: .
  ER stress rescue: .
CCn1c2ccccc2c2cc(NC(=O)CCCN3C(=O)CCC3=O)ccc21
  PMI inhibition: -10%
  Ins promoter up: .
  Ins promoter up cell count: .
  SV40 large T antigen: 1%
  West Nile antiviral: -0.6%
  PhoP inhibition: 1%
  RSV antiviral HEp-2: ?
  TNAP activation fold: 1
  PMI inhibitors: -1%
  ER stress rescue: .

Remaining list, next part
SMILES	PMI inhibition	Ins promoter up	Ins promoter up cell count	SV40 large T antigen	West Nile antiviral	PhoP inhibition	RSV antiviral HEp-2	TNAP activation fold	PMI inhibitors	ER stress rescue
CCn1c(/C=C/Nc2ccccc2)[n+](CC)c2ccc(Cl)cc21	-18%	0.24	1031	4%	-0.7%	9%	0.7%	1.1	-19%	0.2%
O=C(/C=C/c1ccccc1)N(c1ccccn1)C1CCCCC1	15%	-0.1	1948	19%	-0.5%	6%	5.3%	1.1	14%	1.9%
COc1cccc(-c2nnc(N)o2)c1	.	1.2	971	4%	-0.1%	-5%	3.9%	.	.	.
Cc1ccccc1NC(=O)/C(C#N)=C/c1ccccc1C(F)(F)F	-4%	0.2	1406	8%	-0.1%	-3%	2.6%	2	4%	-3.4%
c1ccc(Cc2ccc(OCCN3CCOCC3)cc2)cc1	.	.	.	0%	-1.2%	3%	0.0%	.	.	.
O=C(CCCN1C(=O)/C(=C/c2cccs2)SC1=S)Nc1cc([N+](=O)[O-])ccc1O	.	.	.	11%	0.2%	4%	-0.6%	.	.	.
O=C(CSc1nc(C2CC2)nc2ccccc12)NCc1ccc2c(c1)OCO2	1%	0.62	1473	1%	.	-2%	1.1%	1.1	6%	-1.1%
CCN(CC)c1nc(N)c2c(N)n(-c3ccccc3C)c(=S)c(C#N)c2c1C#N	-12%	1	842	8%	0.8%	-12%	7.6%	1.1	11%	1.2%
O=C(N/N=C/c1ccccn1)c1cccc(S(=O)(=O)N2CCCC2)c1	.	-0.29	1096	9%	0.3%	.	1.6%	.	.	.
CC(=O)NC(Cc1ccccc1)C(=O)NC1CCN(c2ncccc2[N+](=O)[O-])CC1 (centres undefined)	10%	0.6	1549	9%	-0.9%	-5%	2.3%	1	21%	-2.2%

Source: PubChem BioAssay
